# Compound activity from PubChem.
# RXFP1 antag: RXFP1 (human) relaxin receptor antagonism; Q9HBX9; HEK293-RXFP1, relaxin-stimulated cAMP HTRF, 30 min; active compounds read low; activity change, negative = inhibition, % at 57.5 µM; 350,000 tested, 0.59% active; AID 1259400;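 active means activity change of -60% or lower, but not beyond a set lower limit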; further: on the % scale 0 is the no-effect control and ±100 the full control effect
# D2 antag: D2 dopamine receptor (human) antagonism. HEK293 TREx D2 cells, calcium flux, dopamine EC80. 340,000 tested, 2% active. AID 485344. inhibition, % at 10 µM. P14416; in the data active means inhibition above about 30%; further: 0% is about no effect
# Target sequence (P14416 whole entry, looked up): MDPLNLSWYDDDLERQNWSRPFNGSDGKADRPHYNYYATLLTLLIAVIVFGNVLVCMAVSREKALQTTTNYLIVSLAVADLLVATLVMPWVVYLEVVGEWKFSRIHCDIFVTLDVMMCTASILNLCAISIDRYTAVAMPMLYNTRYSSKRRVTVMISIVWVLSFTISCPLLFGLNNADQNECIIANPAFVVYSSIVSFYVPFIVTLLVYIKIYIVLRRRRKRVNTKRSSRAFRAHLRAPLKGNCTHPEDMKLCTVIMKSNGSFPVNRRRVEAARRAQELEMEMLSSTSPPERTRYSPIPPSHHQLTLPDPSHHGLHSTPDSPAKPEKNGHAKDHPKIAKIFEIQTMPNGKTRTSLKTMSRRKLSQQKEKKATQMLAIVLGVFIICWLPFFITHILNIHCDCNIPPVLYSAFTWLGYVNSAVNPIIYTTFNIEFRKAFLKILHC
#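 Inhibition of EC80 dopamine-driven calcium flux, recorded kinetically, defines activity here; cells are a tetracycline-induced HEK293 T-REx line expressing force-coupled D2.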
# D1 antag: antagonists of human D1 dopamine receptor; 360,000 tested, 3.2% active; activity change, negative = inhibition, % at 10 µM; P21728; HEK293 TREx D1 cells, calcium flux, dopamine EC80; active compounds read low; in the data active means activity change below about -30%; further: on the % scale 0 is the no-effect control and ±100 the full control effect
# Target sequence (P21728 whole entry, looked up): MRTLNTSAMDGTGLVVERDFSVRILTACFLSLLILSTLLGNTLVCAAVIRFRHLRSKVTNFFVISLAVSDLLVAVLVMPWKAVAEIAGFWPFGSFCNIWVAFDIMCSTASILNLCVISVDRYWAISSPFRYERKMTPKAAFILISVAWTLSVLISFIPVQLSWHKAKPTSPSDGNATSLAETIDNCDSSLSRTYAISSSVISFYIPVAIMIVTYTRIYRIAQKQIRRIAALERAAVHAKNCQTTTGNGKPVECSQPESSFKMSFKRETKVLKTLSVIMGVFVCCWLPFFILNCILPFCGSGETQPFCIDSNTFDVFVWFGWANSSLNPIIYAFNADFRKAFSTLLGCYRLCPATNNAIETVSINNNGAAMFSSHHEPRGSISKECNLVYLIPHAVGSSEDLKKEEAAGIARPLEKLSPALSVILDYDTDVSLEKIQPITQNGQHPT
#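 Tetracycline-induced HEK293 T-REx cells with force-coupled D1 receptor were loaded with a no-wash calcium dye. Compound was added after a 10 s baseline and read kinetically for 180 s; EC80 dopamine was then added and calcium flux followed another 180 s.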
# D1 agonist: human D1 receptor agonism | P21728 | HEK293 T-REx D1 cells, calcium flux, agonist mode | activation, % at 2 µM | 360,000 tested, 1% active; in the data active means activation above about 30%; further: 0% is about no effect
#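 Tetracycline-induced HEK293 TREx D1 cells, force-coupled to calcium signalling, were dye-loaded with a no-wash calcium kit. Compound was pin-added after a 10 s baseline. Fluorescence was read kinetically at 1 cycle/s for 180 s, with calcium rises flagged as agonism.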
# D2 potentiator: D2 dopamine receptor (human) potentiation; HEK293 T-REx D2, calcium flux, EC20 dopamine potentiation; potentiation, % at 10 µM; 340,000 tested, 0.34% active;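 active means potentiation over 3 SD above the plate norm, cut at about 30% in these data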; further: 0% is about no effect
#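 Tetracycline-induced HEK293 T-REx cells force-coupled to calcium signalling expressed D2; compounds were pin-added after a 10 s baseline, read kinetically 180 s, then an EC20 dopamine challenge followed with a further 180 s calcium read.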
# TRHR enhancer: TRH receptor (human) allosteric enhancement | P34981 | TRHR cells, fluo-8 calcium fluorescence, EC20 TRH enhancement | enhancement, % at 2 µM | 360,000 tested, 0.66% active | AID 493056; in the data active means enhancement above about 30%; further: 0% is about no effect
#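 Enhancer read-out: after compound pinning and an initial kinetic agonist-mode read, an EC20 of TRH (10 nM final) was injected and fluo-8 calcium signal (Ex 480/Em 530) followed at 1 s/cycle for 100 cycles in TRHR-expressing cells.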
# D1 PAM: potentiators of human D1 dopamine receptor | P21728 | HEK293 TREx D1 cells, calcium flux, dopamine EC20 potentiation | potentiation, % at 10 µM | 360,000 tested, 0.036% active; in the data active means potentiation above about 30%; further: 0% is about no effect
# RXFP1 ag: agonists of human relaxin receptor RXFP1; HEK293T-RXFP1 cAMP TR-FRET, 30 min; response scale: percent of porcine relaxin response, buffer zero; Potency, µM (doses to about 57.5 µM), for inactives: at the top dose activation, most hits filed as activators; 370,000 tested, 0.3% active; active means well fitted activation curve with a large enough effect; further: potency means the concentration at half of the fitted maximal effect; on the % scale 0 is the no-effect control and ±100 the full control effect; nearly all actives have a fitted effect of over 60% in size; many of its hits are not listed in these tables
#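 HEK293T cells stably expressing RXFP1 were pretreated with the PDE4 inhibitor Ro 20174, exposed to compounds for 30 min at 37C, lysed, and cAMP was read by TR-FRET. Data normalized to buffer (basal) and 29 nM porcine relaxin (100%).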
# D2 ag: D2 dopamine receptor (human) agonism. P14416. HEK293 T-REx D2 cells, calcium flux agonist mode. activation, % at 2 µM. 340,000 tested, 0.53% active. AID 485358;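 active means activation over 3 SD above normal in the single-dose calcium agonist read, cut at about 30% in these data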; further: 0% is about no effect
#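 Tetracycline-induced HEK293 Trex cells with D2 receptor force-coupled to calcium signaling, plated overnight at 30 C and loaded with no-wash calcium dye. Calcium flux read kinetically for 180 s after compound addition; responses flag agonists.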
# Active calls of the source: *; nt = no result given. Some of the compounds tested (hit frequency here may not be typical).
SMILES,RXFP1 antag,D2 antag,D1 antag,D1 agonist,D2 potentiator,TRHR enhancer,D1 PAM,RXFP1 ag,D2 ag
CC(C)C(=O)N1C2CCC1CC(O)(c1ccc(F)cc1)C2 (stereo not drawn),-3,-18,-19,1,-3,7,-13,0.3%,0.1
CN1CCN(S(=O)(=O)c2ccc(Nc3ccc(F)cc3)c([N+](=O)[O-])c2)CC1,-18,14,-8,3,1,-5,-4,0.3%,-0.5
Cc1ccc(NC(=S)NNC(=O)c2ccco2)cc1,5,27,-5,2,1,8,4,2.3%,0.6
O=C(NC1=NCCCCC1)c1cccc2ccccc12,-11,-9,9,0,-2,4,-5,4.5%,1.7
CC(C)c1ccc(CNC(=O)C(=O)NCC2CCCO2)cc1 (stereo not drawn),-8,-4,34,6,3,-4,5,-0.2%,-0.5
O=S(=O)(/N=C(/Nc1ccccn1)c1ccccc1)c1ccc(Cl)cc1,-8,10,-8,1,2,-2,4,0.9%,-0.6
C=C(C)CNC(=S)N/N=C/c1ccccc1OCC(=O)O,-5,5,-14,0,1,21,17,0.2%,1.6
Cc1ccc(NC(=O)c2cccc(S(=O)(=O)N(C)c3ccccc3)c2)cc1S(=O)(=O)N1CCOCC1,5,30,-17,1,-1,-4,-10,-0.2%,0.3
O=C(NCc1ccccc1)c1cc[n+]([O-])cc1,-1,-1,-7,3,-8,-7,-4,0.5%,0.6
C=CCn1c(-c2cccn(Cc3ccc(Cl)cc3)c2=O)n[nH]c1=S,16,5,-7,0,14,11,-6,0.2%,0.1
C[C@@H]1CN(C(=O)c2nc3ccc(Cl)cn3c2CN(C)CCc2cnn(C)c2)C[C@H](C)O1,1,-7,-2,1,-3,9,2,1.1%,0.4
COc1cc(C2NC(=S)NC3=C2CCc2ccccc23)cc(OC)c1OC (stereo not drawn),-7,4,-1,3,-2,1,-8,0.1%,-0.4
O=C(NCC1CCCO1)C1CC(c2ccc(Cl)c(Cl)c2)=NO1 (stereo not drawn),0,-19,-32*,15,-4,6,-11,-0.7%,-0.2
CCc1cc2c(=O)c(-c3nc4ccccc4n3C)coc2c(CN2CCN(C)CC2)c1O,-8,-9,-15,0,13,-4,-4,2.6%,-1.2
CC(C)N(C(=O)CN1CCN(S(=O)(=O)c2ccc(Br)s2)CC1)C(C)C,-5,-2,7,2,-1,-9,-6,1.2%,0.6
CN1CCN(C(N)=NC(=O)c2ccccc2)CC1,5,nt,-15,5,nt,-10,-3,1.4%,nt
CCCOc1cccc(C2c3c(oc4ccccc4c3=O)C(=O)N2c2nncs2)c1 (stereo not drawn),-1,nt,-7,22,-6,11,-3,2.6%,0.0
COc1cc(Cc2ccc(N)c(OC)c2)ccc1N,-13,nt,-5,1,8,0,-12,-0.5%,nt
COc1ccc(CNc2nc3ccccc3n2CCN2CCOCC2)cc1,1,-2,-1,0,3,-1,2,0.5%,-0.8
COc1ccc(S(=O)(=O)/N=C2/C=CC(=O)C(C)=C2C)cc1,-12,-2,5,3,16,-2,-9,-2.8%,-0.3
O=c1c(C/C=C/c2ccccc2)c(O)ccn1Cc1cccc(Cl)c1,-2,nt,-23,0,nt,-7,-4,0.6%,nt
CCc1ccc(CN(C(=O)c2nc(SC)ncc2Cl)C2CCS(=O)(=O)C2)cc1 (stereo not drawn),nt,nt,-4,0,-12,2,-2,-2.4%,1.3
O=C1CC(c2ccc(S(=O)(=O)NCCOc3ccccc3)cc2)CN1 (stereo not drawn),8,20,1,0,nt,4,-2,-0.2%,0.5
Cc1nc(Cl)c(C(=O)NC(C)(C)C)c(C)c1Cl,-3,-4,-9,2,-3,-4,0,0.8%,1.7
COc1cccc(CNS(=O)(=O)c2cnc(N)nc2)c1,9,nt,11,1,nt,2,1,2.6%,1.5
SMILES,RXFP1 antag,D2 antag,D1 antag,D1 agonist,D2 potentiator,TRHR enhancer,D1 PAM,RXFP1 ag,D2 ag
COCCn1nnnc1C(c1ccccn1)N1CCN(c2cccc(C)c2C)CC1 (stereo not drawn),2,-20,4,2,-17,-5,-9,-4.3%,1.8
Cc1ccc(NC(=O)CN2CCSc3ccc(S(=O)(=O)N4CCCC4)cc32)cc1C,nt,nt,-17,3,-6,1,-2,4.2%,0.0
C=CCN(CC=C)C(=O)c1c(OC)cccc1OC,12,23,2,3,11,-23,-5,0.7%,12
CCCNC(=O)C1CC(c2cccc(F)c2)=NO1 (stereo not drawn),nt,14,-11,7,20,3,-2,-1.0%,-0.6
COc1ccc(OC)c2sc(N(Cc3cccnc3)C(=O)c3ccc(C(C)=O)cc3)nc12,-10,nt,nt,-1,7,12,-1,0.3%,0.4
COc1cc(C(=O)OCCc2c(C)nc3nc[nH]n3c2=O)cc(OC)c1OC,-32,-7,10,5,9,7,-1,5.3%,0.3
O=C(O)C1(P(=O)(c2ccccc2)c2ccccc2)CCCC1,-1,-16,6,1,-14,-6,-9,2.3%,0.0
O=C(Cc1ccc(F)cc1)N1CCC(CC2CC(c3cccc(Br)c3)=NO2)(C(=O)NCC2CCCCC2)CC1 (stereo not drawn),nt,-18,7,3,-1,2,3,0.1%,-0.5
O=C(O)c1ccc(/C=C/C(=O)c2ccc3c(c2)OCCCO3)cc1,-9,5,-1,4,-11,-5,-3,0.3%,0.5
Cc1ccc(CCNC(=O)C2CC(c3cccc(F)c3)=NO2)cc1 (stereo not drawn),nt,-8,-62*,3,7,0,4,-4.5%,-0.7
COc1cccc(-c2cc(=O)[nH][nH]2)c1,6,-13,-9,8,19,-9,-1,-2.0%,0.2
Nc1[nH][nH]c(=O)c1N=Nc1ccc2c(c1)OCO2,13,2,-1,0,5,-5,-5,-2.1%,-0.4
Cc1cn(-c2cc(NC(=O)c3ccc(C)c(NC(=O)c4cccc(-c5cn[nH]c(=O)c5)c4)c3)cc(C(F)(F)F)c2)cn1,nt,-3,-3,2,3,-5,2,2.9%,0.1
COc1ccccc1C1c2[nH]c3ccccc3c2CCN1Cc1cnc(C)s1 (stereo not drawn),-4,nt,2,1,nt,-5,2,0.9%,nt
CC(=O)CSc1cc(C)nc2c(-c3ccccc3)c(C)nn12,-9,-3,-10,4,-3,-2,-4,2.3%,0.2
Cc1ccc(C)c(S(=O)(=O)N2CCN(C(=O)c3ccc(N4CCCC4)c([N+](=O)[O-])c3)CC2)c1,-7,-1,2,2,2,-8,-2,2.9%,-1.0
O=C(CSc1nnc(CNC(=O)c2c(F)cccc2Cl)o1)c1ccccc1,7,-6,4,0,3,6,-5,-4.1%,0.4
O=C(Nc1ccc2nc(SCC(=O)N3CCCc4ccccc43)sc2c1)c1cccc(Cl)c1,1,nt,-3,8,21,3,1,-1.7%,-1.9
Cc1c(C(=O)Nc2ccc3c(c2)OCCO3)sc2ncnc(N3CCCCC3C)c12 (stereo not drawn),-31,-6,1,2,13,-3,-6,0.8%,-0.3
Cc1ncoc1C(=O)N1CCc2c([nH]c3ccccc23)C1C1CCCCC1 (stereo not drawn),-38,-10,12,1,1,7,8,-0.5%,0.1
Cc1cc[n+](-c2[nH]c(=O)sc2/C=N/NC([S-])=Nc2ccccc2)cc1C,-12,nt,8,6,nt,3,-7,-0.5%,nt
CCN1CCCC1CNC(=O)c1cc2c(=O)n(C)c3ccccc3c2n1C (stereo not drawn),nt,-2,-11,1,-6,1,7,-0.8%,1.6
CCCCOP(=O)(c1ccc(N(C)C)cc1)C(O)c1ccc(OC)c(OC)c1 (stereo not drawn),-21,5,2,0,1,3,1,-0.9%,1.1
Cc1cc2nc(/C(C#N)=C\c3ccc(-c4ccccc4C(=O)O)o3)[nH]c2cc1C,0,17,-9,82*,-4,1,-4,2.9%,19
COc1ccccc1OCC(=O)OCC(=O)Nc1ncc(Cl)cc1Cl,4,-10,20,0,15,-5,-5,-1.1%,0.3

# Entries of single compounds as entered above. Order of screens: RXFP1 antag | D2 antag | D1 antag | D1 agonist | D2 potentiator | TRHR enhancer | D1 PAM | RXFP1 ag | D2 ag
# Record of `CC(=O)CSc1cc(C)nc2c(-c3ccccc3)c(C)nn12` → -9 | -3 | -10 | 4 | -3 | -2 | -4 | 2.3% | 0.2
# Record of `Cc1c(C(=O)Nc2ccc3c(c2)OCCO3)sc2ncnc(N3CCCCC3C)c12` (stereo not drawn) → -31 | -6 | 1 | 2 | 13 | -3 | -6 | 0.8% | -0.3

# Next part.
SMILES,RXFP1 antag,D2 antag,D1 antag,D1 agonist,D2 potentiator,TRHR enhancer,D1 PAM,RXFP1 ag,D2 ag
CCOC(=O)C1=C(C)N(c2ccc(C)cc2)C(=O)/C1=C\c1cccs1,-6,0,22,-1,-2,-3,-5,5.7%,-0.1
O=C(/C=C/c1cccs1)N1CCc2ccccc21,-13,-2,-36*,1,-4,1,-8,2.5%,0.2
Nc1cc(N)nc(SCC(=O)Nc2ccccc2N2CCOCC2)n1,-5,0,-13,0,0,-1,-4,0.0%,0.0
CCOc1cc(NC(=S)NCCCN2CCOCC2)c(OCC)cc1NC(=O)c1cccs1,-19,nt,9,2,2,8,0,0.9%,nt
Cc1ccc(NC(=O)CN2C(=O)NC3(CCc4ccccc43)C2=O)cc1S(=O)(=O)N1CCCCC1 (stereo not drawn),7,2,-3,8,10,1,-2,0.6%,-0.1
CN(C)CCNC(=O)CNC(=S)N(Cc1ccccc1)Cc1ccccc1F,-9,0,-4,5,-14,2,8,0.9%,-0.1
COC(=O)c1cn(Cc2cc(OC)ccc2OC)cc(F)c1=O,-5,9,5,6,6,-11,2,9.0%,0.0
O=C(Nc1c[nH]c(=O)[nH]c1=O)c1ccccc1Br,-3,7,7,3,6,10,-2,-0.9%,-0.3
CCS(=O)(=O)NCc1csc(-c2ccccc2)n1,3,-8,-6,1,23,-10,-6,1.3%,0.4
CC(C)Cc1nn2c(=O)cc(COC(=O)c3ccccc3NC(=O)c3ccccc3)nc2s1,14,nt,22,4,5,3,2,1.5%,nt
COc1ccc(OC)c(NC(=O)CSc2nccn2-c2cc(C)cc(C)c2)c1,nt,nt,-13,4,-5,-1,3,0.4%,0.4
Cc1ccc(N(C(=O)Cn2nnc(-c3ccc(F)cc3)n2)C(C(=O)NC(C)(C)C)c2ccncc2)cc1 (stereo not drawn),-1,-30,12,4,-2,11,4,-1.9%,4.7
COC(=O)c1c(-c2cccs2)csc1NC(=O)c1ccc(Cl)cc1,-9,nt,7,2,0,2,1,5.4%,2.2

# Rewritten as tab-separated lines: entries from further up.
Compound	RXFP1 antag	D2 antag	D1 antag	D1 agonist	D2 potentiator	TRHR enhancer	D1 PAM	RXFP1 ag	D2 ag
CCOc1cc(NC(=S)NCCCN2CCOCC2)c(OCC)cc1NC(=O)c1cccs1	-19	nt	9	2	2	8	0	0.9%	nt
Cc1ccc(NC(=O)CN2C(=O)NC3(CCc4ccccc43)C2=O)cc1S(=O)(=O)N1CCCCC1 (stereo not drawn)	7	2	-3	8	10	1	-2	0.6%	-0.1
CN(C)CCNC(=O)CNC(=S)N(Cc1ccccc1)Cc1ccccc1F	-9	0	-4	5	-14	2	8	0.9%	-0.1
COC(=O)c1cn(Cc2cc(OC)ccc2OC)cc(F)c1=O	-5	9	5	6	6	-11	2	9.0%	0.0
O=C(Nc1c[nH]c(=O)[nH]c1=O)c1ccccc1Br	-3	7	7	3	6	10	-2	-0.9%	-0.3
